RSV antiviral HEp-2: inhibition of RSV-induced cytopathic effect – HEp-2 cells, primary 10 µM value included (AID 2391). one-dose CPE inhibition, % at 10 µM; IC50 in µM for titrated hits. HEp-2 cells, RSV-induced CPE inhibition; higher % means a stronger effect. 310,000 compounds, 0.13% hits; in the data active = a potency from the dose series; inconclusive = CPE inhibition mostly from about 23% at the one dose, without a potency; inactive = the rest, 99 in 100 with CPE inhibition below about 21%; also: strong numbers were not always called active
Large T inhibition: TAg ATPase/helicase activity blockers – biochemical (AID 1903). SV40 large T antigen ATPase/helicase inhibition assay; higher % means a stronger effect. inhibition, % at 20 µM; hits with a dose series show IC50 in µM. 310,000 compounds, 0.39% hits; in the data active = a potency from the dose series; inconclusive = inhibition mostly from about 32% at the one dose, without a potency; inactive = the rest, 99 in 100 with inhibition below about 32%; also: strong numbers were not always called active
K1F lysis inhibition: protection from phage-mediated lysis, alamar blue read-out – E. coli UTI89, K1F phage, bacterial capsule biogenesis inhibitors (AID 488966). E. coli UTI89 K1F phage lysis, alamar blue, 2 h; higher % means a stronger effect. inhibition, % at 100 µM; hits with a dose series show IC50 in µM. 340,000 compounds, 0.02% hits;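 active = phage lysis inhibition, versus mean bacterial control, above a set limit; inconclusive = no clear call, values can overlap the other calls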;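 also: capsule biogenesis inhibitors block K1F phage lysis so surviving cells raise fluorescence; higher fluorescence means more inhibition of phage lysis; actives were called in the ten point dose series up to 300 µM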
West Nile antiviral: West Nile virus antiviral activity, cell-based, CPE readout (AID 1621); West Nile virus-infected cells, CPE inhibition; higher % means a stronger effect; CPE inhibition, % at 10 µM; hits with a dose series show IC50 in µM; 290,000 compounds, 0.02% hits; in the data active = a potency from the dose series; inconclusive = CPE inhibition mostly from about 3.7% at the one dose, without a potency; inactive = the rest, 99 in 100 with CPE inhibition below about 2.2%; also: strong numbers were not always called active
NTR1 ag: agonists of NTR1, primary screen, imaging, U2OS cells, beta-arrestin-GFP, high content (AID 493036); P30989; NTR1-U2OS beta-arrestin-GFP spot imaging, agonist mode; activation, % at 20 µM; 330,000 compounds, 0.17% hits;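 active = activation at or above 40% of the spot to cytoplasm intensity ratio, with at least 20 cells analyzed; inconclusive = wells under 20 cells, flagged as cytotoxic or low count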;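 also: 0% = DMSO without peptide and 100% = 100 nM NTR1 peptide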
Target sequence (P30989 whole entry, looked up): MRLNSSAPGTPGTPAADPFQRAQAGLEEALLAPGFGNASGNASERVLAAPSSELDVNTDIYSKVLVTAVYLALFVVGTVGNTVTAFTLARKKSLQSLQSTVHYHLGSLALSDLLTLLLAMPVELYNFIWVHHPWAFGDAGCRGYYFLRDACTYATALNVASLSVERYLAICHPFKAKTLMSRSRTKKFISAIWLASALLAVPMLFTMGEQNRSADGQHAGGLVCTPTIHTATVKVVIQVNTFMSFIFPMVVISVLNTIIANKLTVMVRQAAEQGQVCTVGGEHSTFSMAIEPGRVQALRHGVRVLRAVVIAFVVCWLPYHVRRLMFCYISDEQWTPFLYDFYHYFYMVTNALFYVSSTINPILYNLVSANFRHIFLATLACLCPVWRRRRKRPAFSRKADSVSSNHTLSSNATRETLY
NS5 inhibitors: Dengue-2 NS5 methyltransferase inhibitors, primary screen, biochemical, confirmation dose response (AID 588689); Dengue-2 NS5 methyltransferase capping enzyme assay, biochemical; higher % means a stronger effect; inhibition, % at 25 µM; hits with a dose series show IC50 in µM; 340,000 compounds, 0.3% hits; in the data active = a potency from the dose series; inconclusive = inhibition above about 29% without an active follow-up result
MgcRacGAP inhibition: MgcRacGAP GTPase-activating activity inhibitors, confirmation, biochemical, ADP Hunter fluorescence | AID 624330 | MgcRacGAP-stimulated Rac1 GTP hydrolysis, ADP Hunter fluorescence; higher % means a stronger effect; GST-tagged Rac1 F28L mutant substrate | inhibition, % at 30 µM; hits with a dose series show IC50 in µM | 340,000 compounds, 0.6% hits;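 active = first-screen hits whose inhibition reached a set limit at any dose in the follow-up dose series; inconclusive = inhibition above the set first-screen limit but never retested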;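 also: fluorescence reports GDP produced by GAP-driven GTP hydrolysis; strong numbers were not always called active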
Salmonella PhoP GFP: PhoP-dependent GFP reporter repression – Salmonella Typhimurium, primary screen (AID 1863) | S. Typhimurium PhoP-regulated promoter GFP reporter, 4 h; higher % means a stronger effect | 300,000 compounds, 0.16% hits | inhibition, % at 50 µM, or IC50 in µM where a hit was titrated;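 active = inhibition over 29.93%, a cutoff 3 SD above the screen mean, later confirmed by dose response; inconclusive = inhibition over 29.93% but no dose response follow-up; inactive = inhibition at most 29.93% or unconfirmed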;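 also: 0% = low Mg2+ inducing control and 100% = high Mg2+ repressing control; strong numbers were not always called active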
T cell modulator: modulates CD8 T cell binding to vesicles; 2C CD8+ T cell-vesicle binding, flow cytometry; active compounds read low; calls only at 7 µM; 330,000 compounds, 0.068% hits;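 active = response, share of CD8 T cells binding vesicles, and their 90th percentile fluorescence all below set limits, cut at about 80% in these data, passing the limit was not always enough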
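Also added: QL9-peptide-loaded Drosophila micro-vesicles bearing Ld, ICAM-1 and B7-1; Test system: purified 2C TCR transgenic mouse naive CD8+ T cells; Measured by: cytometric PE anti-B7-1 and Alexa647 anti-CD8 signals after 1% paraformaldehyde fixation; Timing: binding step 1.5 h, 37 °C, antibody labelling 20 min, ice.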
T cell modulator vesicle-bound %: recorded beside T cell modulator, whose call it bears; double positive events, %; measured here: CD8+ vesicle-bound cell fraction;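 binding gate set so that unloaded-vesicle control wells show 10% double positive cells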
NTR1 ag cell count 20 µM: second read-out of NTR1 ag, no call of its own (marks repeat the call); cell count; measured here: cell count, cytotoxicity flag
NS5 inhibitors pilot replicate: further read-out of NS5 inhibitors, marked with its call; inhibition, %; measured here: pilot screen replicate inhibition
* = called active by the depositor; i = inactive; ? = inconclusive; . = not tested or not shown; [ ] = dose if it differs, or a comment. Compounds as they come; about 1.5% have a hit in one of these screens.

SMILES | RSV antiviral HEp-2 | Large T inhibition | K1F lysis inhibition | West Nile antiviral | NTR1 ag | NTR1 ag cell count 20 µM | NS5 inhibitors | MgcRacGAP inhibition | Salmonella PhoP GFP | T cell modulator | T cell modulator vesicle-bound % | others
CCOC(=O)C1(O)CSc2nc3sc(C(=O)O)c(C)c3c(=O)n21 (centres undefined) | 1.7% | 6% | -0.3% | 1.2% | 0.5 | 45 | -7% | 1% | -6% | i | 59
O=C(Nc1cccc(O)c1)c1ccc([N+](=O)[O-])cc1Cl | 0.8% | 12% | 0.2% | -0.1% | -1.2 | 59 | 6% | 4% | 5% | i | 52
COc1c(C(=O)N2CCCC2)ccc2ccccc12 | 1.0% | 7% | 0.4% | 0.1% | -0.3 | 83 | 1% | 4% | -2% | i | 10
Cc1cccc(C(=O)NNC(=O)c2ccc(NS(=O)(=O)c3cccs3)cc2)c1C | 0.8% | . | 0.2%[50 µM] | . | 1.0 | 55 | 5% | 3% | . | i | 41
CC(C)(Oc1ccc(Cl)cc1)C(=O)NCC(c1cccs1)N1CCOCC1 (centres undefined) | -0.6% | 13% | 0.3%[50 µM] | . | -1.6 | 49 | 5% | 5% | 4% | i | 15
Nc1nc2n(n1)C(=O)CC(c1ccccc1)N2 (centres undefined) | 1.3% | 8% | -2.4% | -0.6% | 0.0 | 39 | -5% | -16% | -2% | i | 47
Cc1ccccc1-c1nc(CSc2nc3c(c(=O)[nH]2)CCC3)c(C)o1 | 4.1% | 16% | 0.1% | . | 2.3 | 88 | -1% | 4% | -14% | i | 42
COc1ccc(S(=O)(=O)N2CCCCC2)cc1NC(=O)CCCOc1ccccc1 | 0.9% | . | 0.4% | . | -2.2 | 65 | -4% | 12% | . | i | 2
O=C(COc1ccccc1)NCC(=O)N/N=C/c1ccccc1 | 1.4% | 5% | 3.9% | 0.7% | -1.1 | 66 | -1% | 6% | 11% | i | 52
O=C(O)c1ccccc1Nc1ccnc(C(F)(F)F)c1 | 20% | 3% | 0.2% | 0.3% | -2.1 | 78 | 0% | 7% | -2% | i | 40
CC(O)C(NC=C1C(=O)OC(C)(C)OC1=O)C(=O)O (centres undefined) | 2.9% | 9% | -1.7% | 0.8% | 0.1 | 24 | -1% | 2% | 13% | i | 35
COCc1cc(C)nc(Nc2ccccc2C)c1C#N | 1.3% | 7% | 6.0% | 0.2% | -1.4 | 70 | -8% | 4% | -1% | i | 27
CSc1ccc(C=O)cc1 | 0.6% | . | -1.1% | . | 0.8 | 50 | -4% | 5% | . | i | 28
O=C(CSc1nnc(-c2ccc(OC(F)F)cc2)o1)N1CCOCC1 | 0.5% | 0% | 3.5% | 0.9% | -0.2 | 34 | 1% | 9% | -7% | i | 20
C/C(=N\N1CCN(c2ccccc2)CC1)c1cccs1 | 0.9% | 10% | 0.0% | 0.1% | 1.0 | 51 | 4% | 8% | -6% | i | 20
CCOc1ccc(NC(=O)C(C)Oc2ccccc2C(=O)Nc2ccc(C)c(Cl)c2)cc1 (centres undefined) | -3.4% | 6% | 0.7% | ? | 17 | 62 | 2% | 6% | 8% | i | 10
O=C(NC(Cc1c[nH]c2ccccc12)c1nnc2n1CCCCC2)c1ccc(Cl)cc1 (centres undefined) | -0.7% | 3% | 3.1% | -0.6% | -0.2 | 65 | -4% | 2% | 11% | i | 32
CN(C(=O)c1ccc(-c2nn(C)c(=O)c3ccccc23)cc1)c1ccccc1 | 12% | 11% | 0.1% | 1.7% | 0.6 | 62 | -8% | 8% | 1% | i | 55
CN1c2ccc(Cl)cc2C(=O)NC1c1ccc([N+](=O)[O-])s1 (centres undefined) | 16% | 8% | -0.7% | -1.1% | 1.7 | 42 | 1% | 11% | -11% | i | 30
CC(=O)N1CCc2c(sc(NC(=O)CCS(=O)(=O)c3ccccc3)c2C#N)C1 | -0.6% | 23% | 1.8%[50 µM] | -2.2% | 1.5 | 40 | -5% | 9% | -1% | i | 44
O=C(COC(=O)c1cccc(Cl)c1)NC1CCCCCCC1 | 0.0% | . | 1.1%[50 µM] | . | 0.7 | 41 | 3% | 3% | . | i | 35
NS(=O)(=O)c1ccc(NC(=S)NCC2CCCO2)cc1 (centres undefined) | 1.2% | 7% | 1.6% | -0.1% | 0.9 | 37 | 3% | 9% | 1% | i | 81
O=C(NC1(C(F)(F)F)NC(=O)N(C2CCCCC2)C1=O)C1CC1 (centres undefined) | 2.4% | 11% | 0.6% | -0.2% | 0.5 | 48 | 9% | 7% | 2% | i | 60
Cc1c(Cl)cnc(NC(=O)COC(=O)c2ccc([N+](=O)[O-])s2)c1Cl | 3.1% | 11% | 1.3% | 0.3% | 6.3 | 91 | 1% | 7% | -23% | i | 24
Cc1cnc(CN(C)Cc2c(C(=O)N3CCc4ccccc4C3)nc3ccc(Cl)cn23)[nH]1 | 2.0% | -8% | -0.8% | -0.8% | -0.6 | 58 | -4% | 1% | 5% | i | 28
CCOc1ccc(-c2cc3nc(C4CCN(C(=O)OC(C)(C)C)CC4)c(C(=O)O)cn3n2)cc1 | 12% | 11% | 2.0% | 3.1% | 3.2 | 71 | -2% | 13% | -4% | i | 26
O=C1NC(c2ccc(-c3ccccc3[N+](=O)[O-])o2)C(C(=O)c2ccc(Cl)cc2)C(O)(C(F)(F)F)N1 (centres undefined) | 6.0% | 10% | -5.1% | -1.6% | 7.4 | 48 | 4% | 11% | 5% | i | 24
COc1ccc(/C=C2\SC(=S)N(CC(=O)N3CCN(C)CC3)C2=O)cc1 | -0.4% | -1% | . | 0.4% | 1.5 | 70 | . | . | -4% | i | 12
O=C(CCCn1c(=O)[nH]c2cc(Cl)ccc2c1=O)NCCCN1CCN(c2ccc(F)cc2)CC1 | 9.3% | 14% | -0.1% | -0.1% | 2.9 | 59 | -5% | 2% | 7% | i | 61
Cc1cc(N2CCOCC2)n2ncc(-c3ccc(Cl)cc3)c2n1 | 4.5% | 8% | -1.8% | -0.6% | 3.4 | 55 | 5% | -2% | -6% | i | 42
CCS(=O)(=O)N1CCN(c2ccc(C(=O)NC3C4CC5CC(C4)CC3C5)cc2[N+](=O)[O-])CC1 (centres undefined) | 0.1% | 8% | -0.5% | -0.7% | 3.4 | 47 | 0% | -2% | 6% | i | 48
O=C(O)/C=C/C(=O)NC1CCCCC1 | 1.9% | 8% | -0.4%[50 µM] | 0.8% | -0.9 | 45 | -13% | -6% | -3% | i | 14
COC(=O)C(CCCCN1C(=O)C2C3C=CC(C3)C2C1=O)N1C(=O)C2C3C=CC(C3)C2C1=O (centres undefined) | -0.1% | -6% | 0.9% | -0.3% | -2.1 | 54 | -2% | 7% | 4% | i | 33
Cc1cc(=O)oc2c(C)c(OCC(=O)Nc3cccnc3)ccc12 | 2.7% | 10% | 0.1% | -0.5% | -0.1 | 68 | 7% | 0% | -6% | i | 27
O=C(COC(=O)c1ccc(Br)o1)NCCNC(=O)COC(=O)c1ccc(Br)o1 | 0.3% | 0% | 1.1%[50 µM] | . | 2.4 | 56 | 1% | 13% | 5% | i | 47
CCOC(=O)c1ccccc1N/C=C/C(=O)c1ccccc1 | 5.3% | . | -4.2% | 0.0% | 2.4 | 84 | -6% | 6% | . | i | 34
CC(C)OC(=O)C1=C2SCC(=O)N2C(N)=C(C#N)C1 | 2.1% | 6% | 2.9% | -0.3% | -3.4 | 85 | -19% | 15% | 0% | i | 45
CCCN(CCC)C(=O)Cn1c(=O)c2ccccc2n2c(=S)sc(-c3ccccc3C)c12 | 13% | 4% | 2.3% | -1.8% | 6.0 | 58 | -3% | 8% | -6% | i | 23
CC1CCN(C(=O)c2[nH]cnc2C(=O)NCc2ccc(CNC(=O)OC(C)(C)C)cc2)CC1 | 0.2% | . | 1.2% | . | 0.8 | 72 | 0% | 12% | . | i | 50
Cn1c(SCC(=O)Nc2ccc(Br)cn2)nnc1C1CC1 | 1.3% | 9% | 0.8%[50 µM] | -0.3% | 0.9 | 43 | 4% | 6% | 4% | i | 9
O=S(=O)(c1ccc2c(c1)OCCO2)N1CCN(c2nc(-c3cccnc3)nc3ccccc23)CC1 | 1.0% | 8% | . | -0.4% | 2.1 | 56 | . | . | -3% | i | 10
CN(C)c1nc2n(c(=O)n1)CCS2 | 1.5% | 4% | -0.6% | 0.2% | 0.3 | 60 | 1% | 8% | -8% | i | 56
Clc1cccc(Cl)c1Cn1nnc(-c2cccs2)n1 | 1.5% | 1% | -0.3% | 0.5% | 4.8 | 79 | -1% | 0% | -7% | i | 49
Nc1cccc(C#Cc2ccc3c(c2)C(=O)/C(=C/c2ccsc2)O3)c1 | . | . | -0.3% | . | 9.5 | 62 | -4% | 10% | . | i | 16 | NS5 inhibitors pilot replicate=2.7
Cc1cccc(NC(=O)COC(=O)c2n[nH]c3ccccc23)c1C | 2.8% | . | 1.1%[50 µM] | . | -2.6 | 39 | 6% | 5% | . | i | 34
O=[N+]([O-])c1cccc(/C=N/Nc2nc(NCc3ccccc3)nc(N3CCOCC3)n2)c1 | 1.0% | 11% | 4.0% | 2.0% | 0.9 | 59 | 16% | 3% | -6% | i | 44
CSCCC(NC(=O)c1ccc(Br)cc1)C(=O)O (centres undefined) | -1.1% | 3% | 0.0% | 0.1% | 1.0 | 44 | -3% | 1% | -8% | i | 39
c1ccc(Cc2nnc3n2N=C(c2ccccc2)CS3)cc1 | 13% | 4% | -0.2% | 0.1% | 0.4 | 39 | -5% | 8% | -11% | i | 14

Compound activity from PubChem BioAssay.
